Compound activity: PubChem, The Scripps Research Institute Molecular Screening Center
GBA activity up: glucocerebrosidase activity enhancement; L444P Gaucher fibroblasts, 4-MU-glucoside fluorescence, 3 days; activation, % at 10 µM; 0.44% of 30,000 active; AID 784; in the data active means activation above about 65%;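 further: 0% = vehicle wells and 100% = positive control wells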
Target sequence (P04062 whole entry L483P): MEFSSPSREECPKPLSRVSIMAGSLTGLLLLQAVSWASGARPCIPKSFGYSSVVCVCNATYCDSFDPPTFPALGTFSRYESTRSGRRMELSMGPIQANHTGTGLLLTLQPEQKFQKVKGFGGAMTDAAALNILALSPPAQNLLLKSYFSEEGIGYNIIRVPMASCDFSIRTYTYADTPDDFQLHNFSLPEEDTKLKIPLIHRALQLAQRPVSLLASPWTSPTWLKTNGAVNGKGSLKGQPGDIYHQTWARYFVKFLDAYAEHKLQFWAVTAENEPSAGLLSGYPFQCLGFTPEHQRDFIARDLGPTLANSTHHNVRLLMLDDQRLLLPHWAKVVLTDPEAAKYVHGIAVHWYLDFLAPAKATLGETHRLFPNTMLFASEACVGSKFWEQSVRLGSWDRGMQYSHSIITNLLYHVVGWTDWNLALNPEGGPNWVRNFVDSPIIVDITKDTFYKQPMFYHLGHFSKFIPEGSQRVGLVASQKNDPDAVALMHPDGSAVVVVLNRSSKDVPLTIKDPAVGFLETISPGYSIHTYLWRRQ
* marks the source's active call; other numbers are inactive results. Not all compounds are listed; the hit share may differ from the screen's.

canonical_smiles	GBA activity up
COc1ccc2cc(C(=O)N3CCCCCC3)sc(=O)c2c1OC	-43.6
COC(=O)COc1ccc(S(=O)(=O)NCc2cccnc2)cc1C	21.4
COC(=O)C(CCSC)NC(=O)CNC(=O)C1CCCCC1 (stereo not given)	-19.0
C/C(N)=C(/C#N)C(=O)CSc1nnc(SCc2ccc(Cl)cc2)s1	-17.7
COc1ccc(C(=O)NCc2nnc(SCC(=O)Nc3cc(C)cc(C)c3)o2)cc1OC	4.7
O=S1(=O)c2cccc3cccc(c23)N1Cc1nnc(-c2ccccc2Br)o1	-20.9
COc1ccc(OC)c(NC2=NC3(CCCCC3)N=C(N)N2)c1	-12.9
CCN1CCN(c2ncnc3c2nnn3Cc2ccccc2)CC1	-50.1
CCOc1ccc(NC(=O)CCC(=O)n2nc(C)cc2C)cc1	-23.5
O=C(Nc1cnn(Cc2ccc(Cl)cc2)c1)c1cnccn1	-28.3
COc1ccc(S(=O)(=O)Nc2cc(C)c(O)c(S(=O)(=O)c3ccccc3)c2)cc1	-33.3
O=C(OCCOCCN=C1NS(=O)(=O)c2ccccc21)C1CC(=O)N(c2ccccc2)C1 (stereo not given)	-9.6
N=c1oc2c3c4c(cc2cc1C(=O)Nc1ccccc1)CCCN4CCC3	47.2
COc1nc(-c2ccccc2)cc(C(F)(F)F)n1	-5.7
Cc1occc1C(=O)Nc1cc(C(C)(C)C)on1	-3.9
O=C(COC(=O)CCC(=O)c1cccs1)Nc1ccc(S(=O)(=O)N2CCOCC2)cc1	-16.7
CCN(CC)C(=O)c1ccc(C)c(Br)c1	-23.0
C=CCNC(=O)c1ccccc1NC(=O)Nc1ccccc1	-6.8
COc1ccc(Br)cc1-c1noc(-c2ccccc2)n1	-11.2
CC(C)c1cc(C(F)(F)F)n2nc(C(=O)Nc3ccc4c(c3)OCO4)cc2n1	4.0
Cn1nnnc1SCCNCc1cccnc1	11.5
O=C1Nc2cc(Cl)ccc2C1(N1CCNCC1)C(F)(F)F (stereo not given)	-34.2
O=C(c1ccco1)N1CCN(C/C=C/c2ccccc2)CC1	-12.3
CCCOC(=O)c1ccc(NC(=O)c2ccoc2C)cc1	9.6
Cc1[nH]c(=S)[nH]c(=O)c1Cc1ccccc1	-52.9

Other entries:
canonical_smiles	GBA activity up
CC(C)NC(=O)C1CCN(Cc2cnn(-c3ccccc3)c2-n2cccc2)CC1	-61.2
COc1cccc(Nc2c(F)c(OC)c(F)c(F)c2C(=O)O)c1	-7.6
Nn1cc(-c2ccccc2)nc1SCC(=O)NCCN1C(=O)CSC1=O	-6.8
CCCC(=O)c1cc2cc(Cl)ccc2oc1=O	-29.1
COc1ccc(CNC(=O)CSc2nc3nc(C)cc(C)n3n2)cc1	43.1
CC1Cc2nc(SCC(=O)NCC3CCCO3)n(Cc3ccccc3)c(=O)c2S1 (stereo not given)	3.6
O=C1Nc2c(Br)cc(Br)cc2C1(O)N1CCOCC1 (stereo not given)	-8.1
Cc1ccc(-n2c(SCC(N)=O)nnc2-c2ccccn2)cc1C	-2.9
c1ccc2c(c1)oc1c(Nc3ccc(CN4CCOCC4)cc3)ncnc12	-13.5
COc1cccc(-c2cc(C(=O)NC3CCCC3)no2)c1	-28.8
CCCS(=O)(=O)N1CCCC(C(=O)NCCN(C)Cc2ccccc2)C1 (stereo not given)	7.2
COc1ccc(-c2noc(-c3ccccc3C(=O)NCc3ccco3)n2)cc1	-14.6
COc1ccc(OC)c(NC2=NC3(CCCC3)N=C(N)N2)c1	-29.3
CC1(C)CC(O)C(CCC(O)c2ccccc2)C(C)(C)N1 (stereo not given)	7.0
Cc1cc(C)n(-c2nc(-n3nc(C)cc3C)c3c4c(sc3n2)COC(C)(C)C4)n1	3.9
CC1(C)Cc2c(C#N)c(OCC(=O)c3ccc(Cl)cc3)nc(-c3ccco3)c2CO1	-5.5
CCOC(=O)C1CCN(c2ncnc3c2oc2ccc(Cl)cc23)CC1	-12.2
CCOC(=O)C1=C(CNCCc2ccc(Cl)cc2)NC(=O)NC1c1ccc2c(c1)OCO2 (stereo not given)	-23.0
Cc1ccc(Cl)cc1N1CCN(C(=O)C2CCN(S(=O)(=O)c3cccnc3)CC2)CC1	-88.0
N#Cc1cccc(NC(=O)CC2CCCCC2)c1	-9.5
Cn1nnc(C(O)CNCc2cccs2)n1 (stereo not given)	13.7
Nc1nonc1C(=O)OCC(=O)N1CCCCC1	-15.7
O=C(OCc1cccc2ccccc12)c1ccc2c(=O)[nH]c(CN3CCOCC3)nc2c1	4.2
COc1ccc(CC(=O)Nc2ccc3c(c2)CCC3)cc1S(=O)(=O)N1CCOCC1	32.8
CCC1(C)Cc2ccccc2/C(=C/C(=O)N2CCCCC2)N1 (stereo not given)	-3.0

Continuation.
canonical_smiles	GBA activity up
Clc1ccc(Br)cc1-c1nc(-c2ccncc2)no1	-9.5
CC1(C)CC(=O)c2cnc(NC(=O)c3ccco3)nc2C1	-13.2
CCOC(=O)CNC(=O)Nc1nnc(-c2ccc(OCC)cc2)o1	4.3
Cn1c2ccccc2c2nnc(SCN3C(=O)c4ccccc4C3=O)nc21	-25.7
O=C(c1ccccc1)N1CCCCC(Sc2nnnn2-c2ccccc2)C1=O (stereo not given)	-26.1
O=c1cc(-c2ccccc2)nc2nc(-c3ccco3)[nH]n12	-9.8
CCOC(=O)CNC(=O)CSc1nc(C)cc(C)c1C#N	-32.7
CCOCc1nnc(NC(=O)CSc2ccccc2)s1	0.5
Cc1ccc(CS(=O)(=O)CCC(=O)NCC2CCCO2)cc1 (stereo not given)	5.8
Cc1cc(NC(=O)CCC(=O)N(C2CC2)C2(C(=O)NC3CCCC3)CCC(C)CC2)no1 (stereo not given)	-16.1
CCOC(=O)N1CCN(C(=O)c2ccc3c(=O)n(CCC4=CCCCC4)c(=O)[nH]c3c2)CC1	-8.8
c1ccc(-c2cc(CSc3nc4ccccc4[nH]3)on2)cc1	-11.4
CCn1cc(C(=O)N2CC=C(c3ccccc3)CC2)c(=O)c2ccc(C)nc21	1.4
CCOC(=O)c1sc(C)c2c(=O)n(CCCN3CCOCC3)cnc12	-18.4
CCn1c(CSc2nc(C)cc(C)n2)nnc1SCC(=O)N1CCCc2ccccc21	-41.9
COc1ccc(CN(CC(=O)NCC2CCCO2)C(=O)CCC(=O)Nc2cc(C)on2)cc1 (stereo not given)	-10.9
O=C1c2ccccc2S(=O)(=O)N1Cc1cc(=O)n2ccsc2n1	-20.9
O=C1c2[nH]nc(-c3ccccc3O)c2C(c2ccc(F)cc2)N1CC1CCCO1 (stereo not given)	5.2
C(=N\n1cnnc1)/c1ccc2c(c1)OCCO2	-32.2
Cc1noc(C)c1S(=O)(=O)N1CCCC(C(=O)NCc2ccccn2)C1 (stereo not given)	26.1
Cc1cc(C)c(OCC(=O)Nc2ccc3c(c2)OCO3)cc1C	-8.5
CSCCOC(=O)c1[nH]c2c(c1C)C(=O)CC(c1ccco1)C2 (stereo not given)	-14.6
c1csc(CNc2nc3ccccc3n2CCN2CCOCC2)c1	-3.1
COc1nc(OC)nc(N2CCC(C(=O)Nc3cccc4ccccc34)CC2)n1	-2.6
O=C(CSc1nnc(CNC(=O)c2c(F)cccc2Cl)o1)Nc1ccccc1	-51.7

A second format for 2 compounds above:
CCOC(=O)C1=C(CNCCc2ccc(Cl)cc2)NC(=O)NC1c1ccc2c(c1)OCO2 (stereo not given)
  GBA activity up: -23.0

Cc1ccc(Cl)cc1N1CCN(C(=O)C2CCN(S(=O)(=O)c3cccnc3)CC2)CC1
  GBA activity up: -88.0

(more compounds)
canonical_smiles	GBA activity up
C=CCNC(=O)C1CCN(c2nc(C)cc(-c3ccccc3)n2)CC1	-23.2
Cc1sc2nc(SC(C)C)nc(N)c2c1C	-22.2
N#CC1=C(N)SC(N)=C(C#N)C1c1ccoc1	-5.1
Cn1c(C(=O)O)c(CC(=O)NCC2COc3ccccc3O2)c2ccccc21 (stereo not given)	26.5
COC(=O)c1cc(NC(=O)C2CC2)cc(C(=O)OC)c1	-20.8
CCOC(=O)C1CCN(c2c(NCc3ccc(C(=O)NCCOC)cc3)c(=O)c2=O)CC1	10.3
CC1CCCN(C(=O)CN2CCN(C(=O)c3ccco3)CC2)C1 (stereo not given)	-23.9
O=S(=O)(NCC(c1cccnc1)N1CCN(c2ccccc2)CC1)c1cc(F)ccc1F (stereo not given)	-5.2
CCOC(=O)C1=C(C)Nc2ncnn2C1/C=C/c1ccccc1 (stereo not given)	-0.5
COc1cc2c(c(OC)c1)C(c1cccc(OC)c1OC)CC(=O)N2 (stereo not given)	2.9
CCC(C)(C)n1nnnc1C(c1cc2cc(C)cc(C)c2[nH]c1=O)N1CCCC1 (stereo not given)	-4.2
O=C1NC(c2ccc3c(c2)OCO3)Oc2ccccc21 (stereo not given)	-6.8
c1ccc(-c2ccc(-n3ccnc3)cc2)cc1	-7.1
O=C(NCCCn1ccnc1)c1csc2ccccc12	-0.8
COc1ccc(-n2nc(C(=O)NCC(=O)N3CCN(c4ccccn4)CC3)c3ccccc3c2=O)cc1	8.0
Cc1cc(C(=O)CSc2nnc(-c3ccccc3)n2Cc2ccc3c(c2)OCO3)c(C)n1C	5.2
N#CC1=C(N)N(c2ccccc2Sc2ccccc2)C(=O)C1	-1.8
CCOc1nc(-c2ccc(C)cc2)ccc1-c1noc(-c2cccnc2)n1	-6.9
CC(=O)Nc1cccc(NC(=O)c2sc3ncn(CC(=O)N4CCCCC4)c(=O)c3c2C)c1	-15.9
CCOc1ccccc1Nc1nnc(SCC(=O)N2CCCC2)s1	13.6
CCCc1cc(=O)[nH]c(SCC(=O)N(CC)Cc2ccccc2)n1	-0.8
CC(C)(C)NC(=O)COC(=O)c1ccc(O)cc1	-33.3
COC(=O)c1cn(C(=O)c2ccc(Br)o2)c2ccccc12	-14.6
Cc1nc(N2CCCC2)c2nnn(Cc3ccccc3Cl)c2n1	-10.7
O=C(c1ccc(Cl)s1)N1CCOCC1	-23.8

4 compounds already listed, ordered by heavy-atom count, lowest first.
canonical_smiles	GBA activity up
N#CC1=C(N)SC(N)=C(C#N)C1c1ccoc1	-5.1
CC(C)(C)NC(=O)COC(=O)c1ccc(O)cc1	-33.3
CCCc1cc(=O)[nH]c(SCC(=O)N(CC)Cc2ccccc2)n1	-0.8
COc1ccc(-n2nc(C(=O)NCC(=O)N3CCN(c4ccccn4)CC3)c3ccccc3c2=O)cc1	8.0

The list goes on.
canonical_smiles	GBA activity up
Cc1csc(SCCn2c(N3CCN(c4ccccc4)CC3)nc3c2c(=O)[nH]c(=O)n3C)n1	17.6
CN(C)C1NC(=O)c2cc(-c3ccccc3)sc2N1 (stereo not given)	-22.1
CCOC(=O)c1sc2nc(-c3ccco3)c3c(c2c1N)CC(C)(C)OC3	-4.5
c1ccc(Cn2nnnc2C(c2cccs2)N2CCc3ccccc3C2)cc1 (stereo not given)	-1.8
Cc1ccccc1OCC(=O)OC(C)CN1CCN(C)CC1 (stereo not given)	-25.8
COC(=O)c1cccc(S(=O)(=O)N2CCC(C)CC2)c1	-20.4
Cc1cc(C(=O)N2CCN(C(=O)C3CCCO3)CC2)no1 (stereo not given)	-27.9
COc1ccc2c(c1)CC(C1(O)C(=O)Nc3ccccc31)C2=O (stereo not given)	-11.1
CCOC(=O)c1[nH]c(C)c(CN(CCc2ccccc2)S(C)(=O)=O)c1C	6.9
c1ccc(-c2cnnc(N3CCCCC3)n2)cc1	-41.5
CC(=O)CCc1ccc(OC(=O)c2cccnc2)cc1	3.8
C=CCSc1nsc(N)n1	-7.2
Cc1ccc(C(=O)NCc2ccc3c(c2)OCO3)cc1S(=O)(=O)N1CCOCC1	-31.0
Cc1ccccc1CS(=O)(=O)Cc1ccc(C(=O)NCc2cccnc2)o1	-40.1
COc1ccc(-c2cc(C(F)(F)F)nc(SCC(=O)NCc3ccco3)n2)cc1OC	1.8
O=C(NCc1ccc(N2CCCC2=O)cc1)c1cn(Cc2ccccc2)nn1	42.0
O=S(=O)(NCc1ccccn1)c1ccc(Br)s1	-29.6
O=c1cc(O)n(-c2ccccc2F)c(=S)[nH]1	-8.3
O=C1c2ccccc2C(=O)N1CC(O)Cn1nnc2ccccc21 (stereo not given)	24.6
COc1ccc(C(CC(=O)O)NC(=O)COc2ccccc2)cc1 (stereo not given)	-6.5
COc1cccc(CN2C(=O)CCC2(C)C(=O)NC2CCCCCC2)c1 (stereo not given)	-6.2
CCN(CC)S(=O)(=O)c1cccc(-c2nnc(SCC(N)=O)n2CCc2ccccc2)c1	-34.5
Cc1cc(NC(=O)CCC(=O)N(CCC(C)C)C(C(=O)NC2CCCC2)c2cccnc2)no1 (stereo not given)	-12.4
O=C(CSc1nnnn1-c1ccccc1)NC(=O)Nc1ccc2c(c1)OCCO2	6.3
CCC1(CC)C(=O)NC(=O)NC1=NCCc1ccc(O)cc1	-30.5

(listing goes on)
canonical_smiles	GBA activity up
CC(=O)N1CCc2cc(S(=O)(=O)NC3CCCc4ccccc43)ccc21 (stereo not given)	-67.8
COc1cc2c(cc1OC)C(C(=O)NCCN1CCOCC1)C1c3ccccc3CCN1C2=O (stereo not given)	-24.1
Cc1cccc(NC(=O)c2sc3nc(-c4ccccc4)cn3c2C)n1	35.0
Cn1nc(-c2ccc(N3CCOCC3)c(NC(=O)COc3ccccc3)c2)c2ccccc2c1=O	-89.0
CN(CC(=O)N1CCN(C2CCCCC2)CC1)S(=O)(=O)c1cccc2nsnc12	-8.8
CC(C)c1ccc(OC(=O)NCCO)cc1	-9.1
COc1ccc(/C=N/n2cnnc2SCc2ccc(OC)cc2)cc1	-18.0
COCCOC(=O)C1=C(C)NC2=C(C(=O)CCC2)C1c1ccc2c(c1)OCO2 (stereo not given)	27.4
Cc1cnc(C(=O)OCC(=O)NC(=O)NC(C)C)cn1	8.2
COc1ccc(Cl)cc1-c1nc(-c2ccc(Br)o2)no1	6.8
O=C(c1cccc(F)c1)N1CCN(C(=O)C2CC2)CC1	-5.1
Nc1ccc(C(=O)OCCCc2nc3ccccc3[nH]2)cc1	-7.7
CCCC(=O)Nc1ccc(NC(=O)CCc2ccccc2)cn1	-9.4
